A350 autofl = compounds fluorescent in Alexa 350 spectral region | Compound autofluorescence, 340/450 nm, Alexa 350 dye-equivalents; hits give high values | max dye-equivalent concentration, M | hit rate 11% among 59,000 | AID 590; in the data active = max dye-equivalent concentration above about 10 nM; inconclusive = mostly about 1.1 nM to 9.6 nM
4MU fluor = 4-MU region autofluorescence; compound autofluorescence, 340/450 nm, 4-MU equivalents; hits give high values; max dye-equivalent concentration, M; hit rate 11% among 59,000; AID 589; in the data active = max dye-equivalent concentration above about 10 nM; inconclusive = mostly about 1.1 nM to 9.6 nM
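Compounds in 100 mM Tris, pH 8.0, incubated 15 min at room temperature, then fluorescence read at 340 nm excitation/450 nm emission. Signal converted to 4-MU dye-equivalent concentration using an on-plate six-point 4-MU standard curve.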
Ub-GFP proteasome = ubiquitin-GFP accumulation via proteasome inhibition; AID 526; Potency, µM (doses to about 45.9 µM), for inactives: at the top dose activation (GFP accumulation), usual class: activators; Ubiquitin-GFP reporter cells, proteasome inhibition, GFP fluorescence; response scale: untreated = 0%, 10 µM MG-132 = 100%; 67,000 tested, under 10 active; active = well fitted activation curve with a large enough effect, not every such curve was filed as active; inconclusive = small, poorly fitted or top-dose-only effect, or another doubt; inactive = no such curve, though single readings can be large or run the other way; also: potency is read from the fitted curve at half-maximal effect
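U2OS cells expressing ubiquitin(G76V)-GFP, seeded overnight in 0.5% FBS medium, then treated 4 hr at 37 C across 46 uM to 2.9 nM. GFP-positive cells counted by laser cytometry (488 ex/515 em); %activity scaled between basal and 10 uM MG-132.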
15-hLO inh = inhibitors of human 15-lipoxygenase (ALOX15); purified 15hLO-1, xylenol orange hydroperoxide absorbance; Potency, µM (doses to about 57.1 µM), without a hit: at the highest dose activity change, negative = inhibition, usual class: inhibitors; AID 887; P16050; hit rate 1.4% among 74,000; also: potency is read from the fitted curve at half-maximal effect; % is scaled to controls: 0 for no effect and ±100 for the full control effect; nearly all actives have a fitted effect of over 55% in size
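40 nM 15hLO-1 + cpd, 15 min RT; start w/ 50 uM AA (final), 6 min RT; stop/detect w/ 200 uM XO + 300 uM Fe(II) in 50 mM H2SO4, 30 min; A573/A405. Buffer 25 mM Hepes pH 7.5, 0.01% Triton X-100. No-enzyme wells as negative control.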
BRCT PPI green = inhibitors of human BRCA1 BRCT-phosphoprotein interaction (green fluorophore). P38398. hit rate 0.05% among 75,000. AID 875. Potency, µM (top dose mostly 76.9 µM), for inactives: top-dose activity change, negative = inhibition, usual class: inhibitors. BRCA1 BRCT-phosphopeptide binding, green fluorescence polarization;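 also: potency is read from the fitted curve at half-maximal effect; plate controls were peptide without protein for full effect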
Target sequence (P38398 whole entry, looked up): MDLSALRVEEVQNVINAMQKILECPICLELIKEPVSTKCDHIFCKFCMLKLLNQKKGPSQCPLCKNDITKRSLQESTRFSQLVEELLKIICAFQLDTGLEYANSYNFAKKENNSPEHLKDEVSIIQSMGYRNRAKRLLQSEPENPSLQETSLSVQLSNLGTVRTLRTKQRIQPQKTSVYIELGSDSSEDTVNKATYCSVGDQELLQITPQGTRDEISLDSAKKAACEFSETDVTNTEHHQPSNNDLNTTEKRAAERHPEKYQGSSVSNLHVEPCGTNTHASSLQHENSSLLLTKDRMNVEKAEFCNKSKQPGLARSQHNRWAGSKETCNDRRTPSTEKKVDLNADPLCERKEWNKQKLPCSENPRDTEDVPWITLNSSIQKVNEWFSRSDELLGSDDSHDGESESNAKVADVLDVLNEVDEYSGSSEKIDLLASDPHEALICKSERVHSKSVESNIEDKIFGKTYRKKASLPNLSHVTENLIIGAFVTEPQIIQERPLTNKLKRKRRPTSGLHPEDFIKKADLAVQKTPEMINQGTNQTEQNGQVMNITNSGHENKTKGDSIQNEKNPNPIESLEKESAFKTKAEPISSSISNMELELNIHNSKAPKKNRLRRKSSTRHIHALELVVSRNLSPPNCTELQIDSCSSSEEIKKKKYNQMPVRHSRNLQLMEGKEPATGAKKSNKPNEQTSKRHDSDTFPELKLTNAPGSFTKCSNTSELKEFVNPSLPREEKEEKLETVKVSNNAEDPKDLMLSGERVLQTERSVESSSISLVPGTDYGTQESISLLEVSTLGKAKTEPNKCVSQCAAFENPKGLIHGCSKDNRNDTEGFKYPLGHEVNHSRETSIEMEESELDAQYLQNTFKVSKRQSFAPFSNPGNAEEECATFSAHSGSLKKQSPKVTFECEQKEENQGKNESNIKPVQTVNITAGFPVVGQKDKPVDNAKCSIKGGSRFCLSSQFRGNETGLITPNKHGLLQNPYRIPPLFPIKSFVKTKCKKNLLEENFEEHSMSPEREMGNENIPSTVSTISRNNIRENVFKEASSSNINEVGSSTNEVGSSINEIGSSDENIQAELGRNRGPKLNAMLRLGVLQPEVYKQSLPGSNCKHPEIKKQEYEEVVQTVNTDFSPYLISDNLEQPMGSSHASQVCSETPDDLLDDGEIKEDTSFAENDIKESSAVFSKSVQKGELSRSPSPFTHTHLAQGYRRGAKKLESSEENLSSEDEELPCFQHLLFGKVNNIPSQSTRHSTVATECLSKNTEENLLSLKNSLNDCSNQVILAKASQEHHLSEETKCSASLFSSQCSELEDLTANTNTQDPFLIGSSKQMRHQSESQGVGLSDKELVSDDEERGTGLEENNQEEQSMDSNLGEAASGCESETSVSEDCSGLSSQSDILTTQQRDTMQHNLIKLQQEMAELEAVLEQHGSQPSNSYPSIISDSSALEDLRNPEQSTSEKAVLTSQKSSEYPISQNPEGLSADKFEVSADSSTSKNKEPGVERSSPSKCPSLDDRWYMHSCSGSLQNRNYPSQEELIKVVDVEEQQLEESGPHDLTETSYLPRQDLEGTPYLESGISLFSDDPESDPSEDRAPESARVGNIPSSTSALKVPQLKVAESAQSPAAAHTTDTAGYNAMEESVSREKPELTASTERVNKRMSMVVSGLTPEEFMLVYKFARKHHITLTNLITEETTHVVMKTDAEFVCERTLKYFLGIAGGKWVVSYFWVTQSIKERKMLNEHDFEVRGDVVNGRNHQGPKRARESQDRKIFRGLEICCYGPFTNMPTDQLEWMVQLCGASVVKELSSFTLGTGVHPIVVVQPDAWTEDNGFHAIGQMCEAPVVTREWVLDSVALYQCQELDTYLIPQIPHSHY
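Compounds were incubated for 12 min at room temperature with a complex of 100 nM fluorescein-tagged pBACH1 decapeptide and 250 nM His-tagged BRCT protein. Buffer was phosphate pH 7.3 with EDTA, DTT and Tween 20. Disruption of binding lowers the polarization signal.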
Hsp90 Hop PPI = changes Hsp90-Hop TPR2A binding signal, up or down; hit rate 0.44% among 71,000; AlphaScreen TPR2A-His6 binding biotin-Hsp90 C-terminal peptide; Potency, µM (series often up to 57 µM), inactives show top-dose activity change, negative = inhibition; AID 595; active = well fitted curve in either direction with a large enough effect; inconclusive = small, poorly fitted or top-dose-only effect, or another doubt; also: potency is read from the fitted curve at half-maximal effect; % is scaled to controls: 0 for no effect and ±100 for the full control effect; many of its hits are not listed in these tables
BRCT inh red = inhibitors of human BRCA1 BRCT-phosphoprotein interaction (red fluorophore); BRCT-phosphopeptide binding, red fluorescence polarization; Potency, µM (series often up to 76.9 µM), inactives show at the top dose activity change, negative = inhibition, hits mostly inhibitors; P38398; hit rate 0.03% among 75,000; AID 892; also: % is scaled to controls: 0 for no effect and ±100 for the full control effect
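Rhodamine-labelled pBACH1 10-mer (100 nM) bound to BRCT domain (100 nM) at pH 7.3; compounds incubated 12 min room temperature, polarization read. Free peptide defines full inhibition; unlabelled decapeptide titrated as control.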
HBB splice mod = hemoglobin beta splicing modulation; HBB splicing reporter cell assay, activation; EGFP reporter with mutant IVS2-654 intron; response scale: normalised to 500 nM splice-correcting PNA; Potency, µM (series often up to 46.1 µM), for inactives: at the top dose activation, actives largely listed as activators; hit rate 0.06% among 65,000; AID 925; also: potency is read from the fitted curve at half-maximal effect; 0% is about no effect
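HeLa cells stably expressing EGFP interrupted by mutant beta-globin intron 2 (IVS2-654), 500/well in 2% FCS. Treated with compound for 2 days at 37C. Splicing correction scored as total well GFP intensity (488 nm excitation, 500-520 nm emission); 500 nM antisense PNA served as control.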
DNA Pol III inh = DNA polymerase III holoenzyme inhibition. hit rate 0.25% among 71,000. Potency, µM (highest dose often 57.1 µM), inactives show at the top dose activity change, negative = inhibition. reconstituted DNA polymerase III holoenzyme replication, biochemical; also: potency is read from the fitted curve at half-maximal effect; % is scaled to controls: 0 for no effect and ±100 for the full control effect
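Reconstituted *E. coli* holoenzyme (0.35 nM Pol III, 1 nM beta, 154 nM SSB, 2 nM primase) was preincubated with compound for 15 min at RT. Synthesis on 1.4 nM ssM13Gori ran 35 min, then was stopped with PicoGreen/EDTA and read as dsDNA fluorescence.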
CRE Fsk mod = alters forskolin-stimulated CRE reporter signaling in CHO cells; hit rate 2.5% among 71,000; Potency, µM (doses to about 38.2 µM), for the others: at the top dose activity change, negative = inhibition, most hits filed as activators; CHO CRE-bla reporter (cAMP response element driving beta-lactamase), forskolin EC10, beta-lactamase ratio; AID 662; active = well fitted activation curve with a large enough effect in the signal ratio, with a control signal flat, not every such curve was filed as active; inconclusive = small, poorly fitted or top-dose-only effect, or effect the other way, or a change in a side signal; the % refers to the signal ratio; also: potency is read from the fitted curve at half-maximal effect; % of control where 0% means no effect
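CRE-bla CHO reporter cells treated with compound titration plus EC10 NKH 477 (water-soluble forskolin), incubated 3 h at 37 °C; CCF4 loading 2 h at room temperature, 460/530 nm emission ratio read, AC50 values derived for positive or negative modulators.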
GFP derepression = derepresses silenced GFP locus in mouse C127i cells | Potency, µM (series often up to 46.1 µM), for the others: at the highest dose GFP derepression (activation) | hit rate 0.09% among 68,000 | mouse C127i GFP locus derepression, cytometry, 30 h; also: % of control where 0% means no effect
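Derepression screen: silenced CMV-GFP reporter in murine C127i cells, 30 h compound incubation at 37 C, washed cells imaged by laser-scanning cytometer to enumerate GFP-expressing objects of 20 to 120 um.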
* = called active by the depositor; [ ] = dose if it differs, or a comment. Unless noted, calls follow the shape of the dose curve; as a rule, active = well fitted curve in the direction sought with a large enough effect; inconclusive = small, poorly fitted or top-dose-only effect, or another doubt; inactive = no such curve, though single readings can be large; an effect the other way counts as inactive or inconclusive.

Screening CCOC(=O)c1cc(-c2ccc(/C=N\n3cnnc3)o2)ccc1Cl returned A350 autofl 2.1e-08M*, 4MU fluor 2.9e-08M*, Ub-GFP proteasome -2%, 15-hLO inh 5%, BRCT PPI green -0.6%, Hsp90 Hop PPI -9%, BRCT inh red -0.2%, HBB splice mod -0.8%, DNA Pol III inh 0%, CRE Fsk mod 25% and GFP derepression 1%.
O=C(O)CCc1nc2cccnc2n1Cc1ccccc1 was read as A350 autofl inconclusive, 4MU fluor inactive, Ub-GFP proteasome -4%, 15-hLO inh 1%, BRCT PPI green 4.6%, Hsp90 Hop PPI -1%, BRCT inh red -0.3%, HBB splice mod -3.2%[1.84 µM], DNA Pol III inh 0%, CRE Fsk mod inconclusive and GFP derepression 0%.
Screening Cn1c(NC(=O)c2cc(-c3ccc4c(c3)OCO4)nc3ccccc23)cc(=O)n(C)c1=O returned A350 autofl 3.6e-08M*, 4MU fluor 3.1e-08M*, Ub-GFP proteasome -6%, 15-hLO inh -19%, BRCT PPI green -0.3%, Hsp90 Hop PPI 3%, BRCT inh red -1.9%, HBB splice mod -0.6%, DNA Pol III inh -1%, CRE Fsk mod inconclusive and GFP derepression -2%.
`NCCSSCCN` gave A350 autofl inactive, 4MU fluor inactive, Ub-GFP proteasome -9%[9.17 µM], 15-hLO inh 8%[11.4 µM], BRCT PPI green 0.1%[15.4 µM], Hsp90 Hop PPI 1%[11 µM], BRCT inh red -1.1%[15.4 µM], HBB splice mod 2.6%[9.22 µM], DNA Pol III inh -10%[11.4 µM], CRE Fsk mod -12%[7.6 µM] and GFP derepression 0%[9.22 µM].
`COCCNC(=O)CS(=O)Cc1nc(-c2ccc(OC)cc2)oc1C` (configuration not stated) gave Ub-GFP proteasome -9%, 15-hLO inh -2%, BRCT PPI green -2.5%, Hsp90 Hop PPI -2%[2.3 µM], BRCT inh red -0.6%, HBB splice mod 0.8%, DNA Pol III inh 4% and CRE Fsk mod -4%.
For COc1ccc(C(=O)n2nnc3ccccc32)cc1Br the results were A350 autofl inactive, 4MU fluor inactive, Ub-GFP proteasome 1%, 15-hLO inh -8%, BRCT PPI green -2.2%, Hsp90 Hop PPI 0%, BRCT inh red -1.1%, HBB splice mod 0.3%, DNA Pol III inh -4%, CRE Fsk mod -5% and GFP derepression 0%.
O=C(NC1CCS(=O)(=O)C1)c1cn(-c2ccccc2)nc1-c1ccccc1 (configuration not stated) was read as A350 autofl inactive, 4MU fluor inactive, Ub-GFP proteasome -1%, 15-hLO inh -1%, BRCT PPI green -4.5%, Hsp90 Hop PPI 1%, BRCT inh red -1.0%, DNA Pol III inh -3%, CRE Fsk mod 0% and GFP derepression 1%.
Screening OC(CN1CCOCC1)CN(c1ccccc1)c1ccccc1 (configuration not stated) returned A350 autofl inconclusive, 4MU fluor inactive, 15-hLO inh -4%, BRCT PPI green -1.7%, Hsp90 Hop PPI -6%, BRCT inh red 0.1%, HBB splice mod 0.2%[0.369 µM], DNA Pol III inh 0%, CRE Fsk mod -7% and GFP derepression 2%.
For Cc1cccnc1-n1c(CCN2C(=O)c3ccccc3C2=O)nc2ccccc2c1=O the results were Ub-GFP proteasome 2%, 15-hLO inh 1%, BRCT PPI green -2.5%, Hsp90 Hop PPI -1%, BRCT inh red -0.8%, HBB splice mod -3.5%, DNA Pol III inh -4%, CRE Fsk mod inconclusive and GFP derepression -2%.
Screening O=C(CSc1nc2ccccc2c(=O)n1-c1ccccc1)N1CCN(CCO)CC1 returned Ub-GFP proteasome -10%, 15-hLO inh -3%, BRCT PPI green 1.2%, Hsp90 Hop PPI 0%, BRCT inh red -0.6%, HBB splice mod -4.7%, DNA Pol III inh 1%, CRE Fsk mod 15% and GFP derepression -2%.
For CCCCN(C)CCn1c(=S)[nH]c2ccc(N3CCOCC3)cc2c1=O the results were A350 autofl 1.8e-08M*, 4MU fluor 1.5e-08M*, Ub-GFP proteasome -3%, 15-hLO inh -4%, BRCT PPI green -3.2%, Hsp90 Hop PPI -1%, BRCT inh red -0.1%, HBB splice mod 0.7%[0.369 µM], DNA Pol III inh -8%, CRE Fsk mod -1% and GFP derepression 11%.
Screening COC(=O)c1ccccc1NC(=O)CN1C(=O)CSC1=O returned A350 autofl inactive, 4MU fluor inactive, Ub-GFP proteasome -1%, 15-hLO inh 9%, BRCT PPI green -3.1%, Hsp90 Hop PPI -3%, BRCT inh red -0.8%, HBB splice mod 0.0%[57.5 µM], DNA Pol III inh -8%, CRE Fsk mod 4% and GFP derepression 2%.
COc1ccc(Cn2nnnc2C(CC(C)C)N2CCN(c3ccccc3)CC2)cc1 (configuration not stated) was read as A350 autofl inactive, 4MU fluor inactive, Ub-GFP proteasome -3%, 15-hLO inh -13%, BRCT PPI green -1.4%, Hsp90 Hop PPI 1%, BRCT inh red -1.1%, HBB splice mod -3.9%, DNA Pol III inh -10%, CRE Fsk mod inconclusive and GFP derepression 0%.
`CCOc1ccccc1NC(=O)CN(C)S(=O)(=O)c1cccc2nsnc12` gave A350 autofl inactive, 4MU fluor inactive, Ub-GFP proteasome -11%, 15-hLO inh 1%, BRCT PPI green -2.7%, Hsp90 Hop PPI -4%, BRCT inh red 0.6%, HBB splice mod -0.3%, DNA Pol III inh -12%, CRE Fsk mod -2% and GFP derepression 6%.
`Cc1cc(NC(=O)CCC2CCCC2)no1` gave A350 autofl inconclusive, 4MU fluor inactive, Ub-GFP proteasome 1%, 15-hLO inh 4%, BRCT PPI green 0.2%, Hsp90 Hop PPI 2%, BRCT inh red 0.2%, HBB splice mod 0.6%, DNA Pol III inh 4%, CRE Fsk mod -6% and GFP derepression 2%.
Screening CCOc1ccc(NC(=O)CSc2nc3ccccc3c(=O)n2CCNC(C)=O)cc1 returned A350 autofl inactive, 4MU fluor inactive, Ub-GFP proteasome 10%, 15-hLO inh 7%, BRCT PPI green -2.6%, Hsp90 Hop PPI -1%, BRCT inh red 1.0%, HBB splice mod 1.5%, DNA Pol III inh -8%, CRE Fsk mod -29% and GFP derepression -3%.
`COC(=O)C1=C(N)Oc2cc(C)n(CCc3ccccc3)c(=O)c2C1c1cccnc1` (configuration not stated) gave A350 autofl inactive, 4MU fluor inactive, Ub-GFP proteasome 1%, 15-hLO inh -12%, BRCT PPI green 13%, Hsp90 Hop PPI -7%, BRCT inh red 0.1%, HBB splice mod -0.5%[57.5 µM], DNA Pol III inh 0%, CRE Fsk mod 5% and GFP derepression -2%.
`Cc1ccc(Cn2ccc(NC(=O)C3C4CCC(C4)C3C(=O)O)n2)cc1` (configuration not stated) gave A350 autofl inactive, 4MU fluor inactive, Ub-GFP proteasome 14%, 15-hLO inh 4%, BRCT PPI green -0.7%, Hsp90 Hop PPI 1%, BRCT inh red -0.9%, HBB splice mod -2.9%, DNA Pol III inh 0%, CRE Fsk mod -17% and GFP derepression 1%.
For CC(C)NC(=O)N1CC[C@@]2(CCCN(C(=O)c3csnn3)C2)C1 the results were A350 autofl inactive, 4MU fluor inactive, Ub-GFP proteasome -7%, 15-hLO inh 8%, BRCT PPI green -5.1%, Hsp90 Hop PPI 3%, BRCT inh red -0.4%, HBB splice mod -0.5%, DNA Pol III inh -2%, CRE Fsk mod 4% and GFP derepression 0%[9.22 µM].
OCCn1nc2c3ccccc3nc-2n(-c2ccccc2)c1=S was read as A350 autofl inactive, 4MU fluor inactive, Ub-GFP proteasome -1%, 15-hLO inh -1%, BRCT PPI green -2.3%, Hsp90 Hop PPI -3%, BRCT inh red -0.5%, HBB splice mod 0.1%, DNA Pol III inh 1%, CRE Fsk mod 4% and GFP derepression -2%.
`CC(C(=O)Oc1ccc2c(c1)OCO2)N1C(=O)c2ccccc2C1=O` (configuration not stated) gave A350 autofl inactive, 4MU fluor inactive, Ub-GFP proteasome -2%, 15-hLO inh -15%, BRCT PPI green 0.7%, Hsp90 Hop PPI 13%, BRCT inh red -2.3%, HBB splice mod -2.0%, DNA Pol III inh 0%, CRE Fsk mod inconclusive and GFP derepression 2%.

Assay outcomes deposited in PubChem by National Center for Advancing Translational Sciences (NCATS).

Not a hit list; 12% or so of the library scored in one or more.
